CHRM1 PAM: positive allosteric modulators of human M1 muscarinic receptor | P11229 | CHO-K1 hM1, Fluo-8 calcium fluorescence, ACh EC20; 0% = ACh EC20, 100% = maximal ACh | activation, % at 3 µM | 360,000 tested, 0.088% active | AID 588819; in the data active means activation above about 19%, passing the limit was not always enough
Target sequence (P11229 whole entry, looked up): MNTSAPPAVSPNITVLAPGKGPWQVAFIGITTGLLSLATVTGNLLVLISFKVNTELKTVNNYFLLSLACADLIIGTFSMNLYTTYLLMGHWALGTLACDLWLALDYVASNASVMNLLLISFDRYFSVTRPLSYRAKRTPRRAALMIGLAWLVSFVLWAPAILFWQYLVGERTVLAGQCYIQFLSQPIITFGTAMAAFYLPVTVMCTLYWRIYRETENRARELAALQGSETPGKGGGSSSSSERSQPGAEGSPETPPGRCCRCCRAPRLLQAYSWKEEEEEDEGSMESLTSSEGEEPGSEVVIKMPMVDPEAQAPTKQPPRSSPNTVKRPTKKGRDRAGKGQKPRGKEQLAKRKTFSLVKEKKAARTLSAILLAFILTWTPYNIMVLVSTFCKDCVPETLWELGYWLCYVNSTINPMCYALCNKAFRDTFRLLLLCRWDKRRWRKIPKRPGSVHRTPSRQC
M1 ag parental: counter-screen for M1 agonists: effect in parental CHO-K1 cells | Fluo-8 calcium fluorescence; scaled to maximal ATP response, vehicle zero | activation, % at 3 µM | 360,000 tested, 0.48% active; in the data active means activation above about 15%;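 further: untransfected CHO-K1 host cells lacking M1 receptor as counterscreen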
TAAR1 agonist: human TAAR1 agonism. Q96RJ0. CHO RD-HGA16 TAAR1, Fluo-8 calcium fluorescence; vehicle wells 0%, saturating PEA agonist 100%. activation, % at 3 µM. 360,000 tested, 0.99% active. AID 624467;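 active means activation above the mean activation of all test compounds in the run plus 3 SD, cut at about 38% in these data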
Target sequence (Q96RJ0 whole entry, looked up): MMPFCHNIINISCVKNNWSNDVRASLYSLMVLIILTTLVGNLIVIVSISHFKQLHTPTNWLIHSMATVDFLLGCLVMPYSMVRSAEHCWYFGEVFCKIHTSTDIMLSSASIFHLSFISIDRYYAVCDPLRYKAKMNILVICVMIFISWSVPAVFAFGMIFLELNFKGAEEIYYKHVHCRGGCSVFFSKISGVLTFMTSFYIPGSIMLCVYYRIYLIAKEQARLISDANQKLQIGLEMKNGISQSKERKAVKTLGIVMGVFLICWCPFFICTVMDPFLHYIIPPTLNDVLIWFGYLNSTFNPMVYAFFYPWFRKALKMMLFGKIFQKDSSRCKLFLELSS
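Test system: RD-HGA16 (CHO) cells co-expressing Gα16 and hTAAR1 / Benchmarks: DMSO vehicle as 0%, PEA at EC100 as 100% / Repeats: no replicates (n 1) / Measure: % activation from peak over basal fluorescence ratio, DMSO-to-PEA scaled / Timing: 17-24 h plating, Fluo-8 75 min 37 °C, 30 min RT / Technique: kinetic Fluo-8 calcium fluorescence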
TAAR1 antagonist: human TAAR1 antagonism; Q96RJ0; CHO RD-HGA16 TAAR1, Fluo-8 calcium fluorescence, antagonist; inhibition, % at 3 µM; 360,000 tested, 1.5% active; AID 624466;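 active means inhibition above a per-plate cutoff, the mean inhibition of test compounds on that plate plus 3 SD, cut at about 49% in these data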;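 further: 0% = DMSO plus EC80 beta-PEA response and 100% = DMSO alone without agonist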
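Test system – hTAAR1-expressing CHO RD-HGA16 cells, Gα16-coupled · Reagent – β-PEA at EC80 concentration, post-compound challenge · Compound dosing – 3 µM, single point · Timing – 140 s kinetic read after compound, 140 s after agonist · Detection – Fluo-8 intracellular calcium dye fluorescence, real-time kinetic reads · Control set – DMSO and EC80 PEA controls · Repeats – n of 1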
M1 PAM parental: counter-screen for M1 PAMs: effect in parental CHO-K1 cells; activation, % at 3 µM; ATP EC20, Fluo-8 calcium fluorescence; 0% at ATP EC20, 100% at ATP max; 360,000 tested, 0.02% active; AID 602247;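 active means activation above the run cutoff, the mean activation of all test compounds plus 3 SD, cut at about 40% in these data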;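 further: peak over basal fluorescence ratio in a 140 s read after ATP addition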
CHO parental Ca: counter-screen for OX1R antagonists: effect in parental CHO cells. parental CHO-K1, ATP-induced calcium, Fluo-8 fluorescence. inhibition, % at 5.6 µM. 330,000 tested, 0.63% active. AID 463079;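 active means inhibition above that plate's mean sample inhibition plus 3 SD, cut at about 26% in these data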;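 further: 0% = ATP-challenged DMSO wells and 100% = DMSO wells without ATP; some compounds past the cut are filed as inactive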
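Assay system – parental CHO cells · Reagent – ATP stimulus · Detection – intracellular calcium via Fluo-8 no-wash fluorescent dye · Evaluation – percent inhibition of ATP-evoked calcium rise, normalized to controls · Controls – ATP wells versus no-ATP DMSO wells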
CHRM1 antagonist: antagonists of human M1 muscarinic receptor. P11229. CHO-K1 hM1, Fluo-8 calcium fluorescence, ACh EC80 antagonist. inhibition, % at 3 µM. 360,000 tested, 1.3% active. AID 588852;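 active means percent inhibition above its own plate's cutoff, namely the mean of that plate's compound wells plus 3 SD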;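 further: peak over basal fluorescence ratio during 140 s after agonist addition; 0% = ACh EC80 plus DMSO and 100% = DMSO alone without agonist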
M1 ag: agonists of human M1 muscarinic receptor. CHO-K1 hM1, Fluo-8 calcium fluorescence, agonist mode; 0% DMSO, 100% acetylcholine EC100. AID 588814. activation, % at 3 µM. 360,000 tested, 0.33% active;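 active means activation above the run's mean compound activation plus 3 SD, cut at about 16% in these data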;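 further: peak over basal fluorescence ratio within a 140 s kinetic read after compound addition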
CHO-K1 Ca antag: counter-screen for M1 antagonists: effect in parental CHO-K1 cells; ATP-induced calcium, Fluo-8 fluorescence; inhibition, % at 3 µM; 360,000 tested, 0.6% active; AID 602250;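 active means inhibition above a per-plate cutoff, the plate's mean sample inhibition plus 3 SD, cut at about 24% in these data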;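 further: 0% = DMSO plus EC80 ATP and 100% = DMSO alone without ATP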
* marks the source's active call; other numbers are inactive results; x = not tested or not shown.

The line under a structure holds: TAAR1 agonist	M1 ag	CHO-K1 Ca antag	M1 PAM parental	TAAR1 antagonist	M1 ag parental	CHRM1 PAM	CHRM1 antagonist	CHO parental Ca
1	O=C(O)c1csc(-c2cccc(Cl)c2)n1
    0.8	-1.4	-16.4	16.9	-17.5	0.7	12.6	-44.3	-2.6
2	CC(=O)Cc1nsc(Nc2ccccc2)n1
    0.1	-1.2	-7.1	3.7	-9.0	0.0	5.9	-6.7	4.5
3	CCOC(=O)CCC(=O)Nc1ccc([N+](=O)[O-])cc1C
    0.2	-2.8	6.9	-6.2	-6.0	-0.4	-8.1	9.3	-10.6
4	CCOc1ccc(C(=O)NCC(=O)NNC(=O)CN(C)S(=O)(=O)c2ccc(Cl)cc2)cc1
    -0.6	-2.1	-13.0	-2.8	-11.1	0.8	2.3	-5.6	0.8
5	COc1cccc(C(=O)NCc2ccco2)c1OC
    4.3	-2.6	-11.2	18.9	-33.1	0.0	11.9	-23.2	-12.0
6	COc1ccc(CC(=O)Nc2cccc(-c3nnc(-c4ccco4)o3)c2)cc1
    17.1	-3.2	8.8	0.7	33.8	2.3	-5.2	-5.4	-1.5
7	CCOCCCN(C)C1CCN(C(=O)c2oc3ccccc3c2NC(=O)c2cccc([N+](=O)[O-])c2)CC1
    6.0	3.1	11.3	-4.0	-1.6	0.4	-6.2	11.3	-17.3
8	CC1=C(C)CC(C(=O)NNC(=O)c2ccccc2O)C(C(=O)O)C1 (stereo not given)
    4.7	-3.0	-5.2	7.7	5.8	0.3	1.2	-3.0	2.9
9	O=C(CN(C(=O)CSc1nnc(COc2ccccc2)o1)c1ccc(F)cc1)NC1CCCCC1
    3.0	-2.3	-18.1	1.5	-3.7	0.7	12.1	-10.8	-22.5
10	Cc1c(C(=O)N(Cc2cccs2)C2CCS(=O)(=O)C2)oc2ccccc12 (stereo not given)
    10.6	5.3	-3.9	17.1	10.4	2.5	8.2	4.6	-28.5
11	COc1cc2cccc(OC)c(=O)c2c(OC)c1OC
    1.4	7.0	10.2	-16.9	-5.8	0.2	11.4	7.2	-6.8
12	Cc1cc(OC(C)C(=O)NCC2CCCO2)cc(C)c1Cl (stereo not given)
    0.4	-5.0	-1.6	-13.8	-4.1	0.5	8.8	-3.8	-12.7
13	Cc1cccc2sc(NC(=O)C3c4ccccc4Oc4ccccc43)nc12
    6.3	-7.0	-11.8	32.1	15.1	1.4	-11.0	1.7	-22.0
14	COCCSc1nc(N)c(NC(=O)c2ccc(OC)cc2)c(=O)[nH]1
    2.9	-7.2	2.4	-5.7	-6.5	7.2	12.2	-6.5	-11.5
15	COc1cc(-n2cnnn2)ccc1S(=O)(=O)N1CCOCC1
    2.1	-5.5	-2.5	12.6	-7.1	0.3	8.8	-4.1	5.0

2 records picked at random from those above:
The line under a structure holds: TAAR1 agonist	M1 ag	CHO-K1 Ca antag	M1 PAM parental	TAAR1 antagonist	M1 ag parental	CHRM1 PAM	CHRM1 antagonist	CHO parental Ca
5	COc1cccc(C(=O)NCc2ccco2)c1OC
    4.3	-2.6	-11.2	18.9	-33.1	0.0	11.9	-23.2	-12.0
2	CC(=O)Cc1nsc(Nc2ccccc2)n1
    0.1	-1.2	-7.1	3.7	-9.0	0.0	5.9	-6.7	4.5

The listing continues.
The line under a structure holds: TAAR1 agonist	M1 ag	CHO-K1 Ca antag	M1 PAM parental	TAAR1 antagonist	M1 ag parental	CHRM1 PAM	CHRM1 antagonist	CHO parental Ca
16	CCN(CC)S(=O)(=O)c1ccc(N/N=C/c2ccc(O)cc2O)nc1
    9.8	-6.7	-0.8	9.1	3.3	3.7	-0.3	-1.3	-6.6
17	COC(=O)CN1C(=O)N/C(=C/c2ccccc2OC)C1=O
    -0.7	-3.5	-13.5	-3.1	1.0	0.5	6.9	-9.4	-5.3
18	CCOC(=O)c1cccc(NC(=O)C2CCCO2)c1 (stereo not given)
    3.4	-2.7	-7.0	16.0	-17.1	0.4	3.3	-26.9	-9.2
19	O=C(CN1CCN(c2ncccn2)CC1)NCc1ccccc1
    0.8	0.8	4.2	3.8	-5.0	-0.4	11.6	-15.9	-1.8
20	Cc1ccc(-c2nnc(NCc3nc4ccccc4[nH]3)c3ccccc23)cc1S(=O)(=O)N(C)C
    5.0	-7.3	1.9	-4.7	22.4	2.5	-9.1	22.8	-27.9
21	CC1CCN(c2ccc(C(=O)O)cc2)CC1
    3.0	0.2	4.5	0.1	-1.9	-0.1	10.4	-17.1	-8.3
22	CCCCNc1cccc2c1S(=O)(=O)N(CCCC)CC(COCc1ccccc1)O2 (stereo not given)
    3.5	-4.6	-3.4	8.5	6.2	1.2	3.4	-7.1	x
23	CN(C)c1c([N+](=O)[O-])ncn1C
    11.0	-2.3	-20.7	2.8	-13.7	0.1	-8.2	4.7	-12.0
24	CC1(C)Cc2c(c(-c3ccco3)nc3sc4c(NCCN5CCOCC5)ncnc4c23)CO1
    7.7	-6.2	-0.7	14.8	-2.7	1.8	2.1	4.4	-17.9
25	COc1cc(C2NC(=S)NC(c3ccccc3)=C2C(C)=O)ccc1O (stereo not given)
    4.4	-3.7	3.8	-13.1	-1.4	0.0	1.8	16.5	9.1
26	CCn1ncc(Cl)c1C(=O)NC(=S)Nc1ccccc1Br
    0.5	-6.1	-8.2	-6.9	-21.6	-0.2	2.0	-12.0	-17.8
27	O=C(CS(=O)(=O)c1ccc(F)cc1)NCCS(=O)(=O)c1ccccc1
    -0.8	-6.3	-3.5	15.8	-6.1	0.6	4.9	-9.6	-13.9
28	Cc1cccc(-n2ncc3c(NCCCO)ncnc32)c1
    2.5	-0.5	1.7	2.9	-5.0	1.0	2.2	-7.3	-4.9
29	CO/N=C\C(=N\Nc1ccc(OC)cc1)C(=O)c1ccccc1
    5.5	-5.5	9.2	0.9	17.1	-0.4	-1.8	17.3	-27.1
30	CN(C)C(=O)C1(c2ccccc2)CCN(S(=O)(=O)c2ccccc2)CC1
    -0.8	-1.9	10.8	4.6	-16.6	0.2	9.2	-27.6	-19.7
31	O=C(COC(=O)C1CCC(=O)N1)Nc1ccc(Cl)cc1Cl (stereo not given)
    1.7	-4.5	3.4	5.8	-27.0	0.2	-1.7	1.8	0.9
32	O=C(CC1OC(=O)c2ccccc21)NCC1COc2ccccc2O1 (stereo not given)
    0.4	-2.5	2.0	-4.4	-15.1	0.2	6.9	-9.9	-16.4
33	COc1ccc(CCNC(=O)c2ccc(CNS(=O)(=O)c3ccccc3)cc2)cc1OC
    21.1	-9.6	5.9	5.1	7.9	4.2	-9.2	7.4	-12.6
34	CNC(=S)NNC(=O)COc1cccc(C)c1C
    9.1	1.0	3.0	12.2	-14.6	0.5	7.6	-5.6	-3.6
35	Fc1ccccc1-n1cc(-c2ccccc2)[nH]c1=S
    1.3	-3.7	-7.5	16.5	8.5	0.7	9.0	-7.6	-19.5
36	C=CCOc1c(CNc2ncn[nH]2)cccc1OCC
    2.7	0.1	11.2	14.2	-6.4	-0.2	10.0	-5.7	-22.5
37	Cc1cc(C(=O)COC(=O)c2ccncc2)c(C)n1Cc1ccco1
    1.9	0.8	-4.3	1.4	-22.9	5.2	7.0	-6.7	-8.3
38	C[C@H](CO)N1C[C@H](C)[C@@H](CN(C)S(=O)(=O)c2ccccc2)Oc2ccc(NC(=O)Nc3ccc4c(c3)OCO4)cc2C1=O
    5.3	-10.9	-15.3	14.1	5.5	0.3	-7.1	2.8	-15.7
39	O=C(NO)c1cc(OCC(F)(F)F)ccc1OCC(F)(F)F
    4.0	-4.5	2.0	8.8	-12.2	-0.2	7.1	-1.4	-4.4
40	CN(C)/C=C/C(=O)c1nn(-c2ccc(F)cc2)ccc1=O
    0.9	-1.9	-9.6	12.6	-27.6	1.2	1.7	-7.6	-0.1
41	Cc1ccc(C)c(NC(=O)CSc2nnc(Cc3cccn3C)n2-c2ccc(F)cc2)c1
    0.4	-1.9	4.6	-5.5	-29.3	-0.4	-8.8	13.0	-15.0
42	CS(=O)(=O)Cc1ccc(C(=O)NCC2(N3CCCCC3)CCCCC2)cc1
    -3.0	-10.8	-8.7	21.6	6.5	0.2	9.2	-15.4	1.5
43	COc1ccc(CN(Cc2cc3cc(C)ccc3[nH]c2=O)C(=O)N(C)C)cc1
    2.8	-1.7	-9.3	-8.4	-11.7	0.7	5.2	0.9	-24.6
44	O=C(CN1CCN(C(=O)c2ccco2)CC1)Nc1ccc2c(c1)OCO2
    -2.0	-1.4	-4.8	12.3	3.8	0.5	2.0	1.5	-13.8
45	OCCNC1=NCCN1
    9.9	-2.5	-7.3	10.9	6.0	0.3	-1.3	-6.4	-1.1
46	CN1CCN(C(=O)CSc2nc(-c3cccs3)cc(-c3cccs3)c2C#N)CC1
    x	-1.6	6.5	8.6	x	3.0	-1.3	9.3	-10.2
47	CCOC(=O)c1c(C)[n+]([O-])c2ccc3c(non3O)c12
    1.5	-0.7	-15.8	6.7	-4.1	0.6	5.5	0.5	1.3
48	CC(=O)OC[C@@H]1CN(Cc2ccccc2)C[C@H](n2cnc3c(N(C)C(C)C)ncnc32)O1
    -0.5	-2.0	-21.7	26.2	-11.4	1.4	2.8	-6.7	x
49	Cn1c(SCc2c(Cl)cccc2Cl)nnc1-c1ccc2nonc2c1
    -1.7	-2.9	1.1	-8.1	-8.3	0.7	16.0	-4.0	-12.2
50	Cc1cccc(C)c1Cn1c(C)c(C(=O)NCc2ccc(C#N)cc2)sc1=O
    23.1	-5.5	-3.0	17.8	30.8	6.1	-21.2	7.9	x
51	COCCCn1c(SCC(=O)Nc2ccc(C)cc2)nc2ccccc2c1=O
    5.4	-5.5	-2.5	9.9	9.0	0.2	6.3	-10.0	-19.0
52	CCOc1ccc(-n2cc(C(=O)N3CCN(C)CC3)c3cc(OC)c(OC)cc3c2=O)cc1
    -1.5	-2.4	10.3	-4.3	16.8	-0.5	-0.8	5.4	-4.0
